aSyn rescue: qHTS of alpha-syn Inhibitors; Yeast expressing alpha-synuclein, growth rescue, BacTiter-Glo, 24 h; 0.14% of 370,000 active; Potency, µM (highest dose often 46.1 µM), inactives show at the top dose growth rescue (activation), usual class: activators; AID 652106, 2013; further: potency means the concentration at half of the fitted maximal effect; % of control where 0% means no effect; nearly all actives have a fitted effect of over 65% in size
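Screening used galactose-induced yeast with toxic alpha-synuclein levels, exposed to compound for 24 hr at 30 deg C. Cell growth, read with BacTiter-Glo luminescence, gave the measured signal.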
KB-V1 MDR tox: qHTS assay for MDR1-selective chemotherapeutics: Primary screen using the drug-selected MDR subline cells KB-V1 | KB-V1 MDR cells viability, CellTiter-Glo, 72 h | Potency, µM (top dose mostly 46.1 µM), without a hit: top-dose activity change, negative = cytotoxicity, most hits filed as cytotoxic | 3.4% of 400,000 active | AID 1347076, 2019; further: potency means the concentration at half of the fitted maximal effect; on the % scale 0 is the no-effect control and ±100 the full control effect; nearly all actives have a fitted effect of over 60% in size
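Cells of the MDR subline KB-V1 are plated, dosed with compound at multiple concentrations, and incubated 72 h at 37 degrees C; CellTiter-Glo is then added and luminescence read after 10 min.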
GLP-1R agonist: qHTS of GLP-1 Receptor Agonists; HEK293 GLP-1R CRE-luciferase, luminescence, 4-6 h; cells express a hypersensitive GLP-1R form; Glucagon-like peptide 1 receptor (Homo sapiens), P43220; Potency, µM (doses to about 45.6 µM), without a hit: at the highest dose activation, hits mostly activators; 0.007% of 380,000 active; further: potency means the concentration at half of the fitted maximal effect; % of control where 0% means no effect
Target sequence (P43220 whole entry, looked up): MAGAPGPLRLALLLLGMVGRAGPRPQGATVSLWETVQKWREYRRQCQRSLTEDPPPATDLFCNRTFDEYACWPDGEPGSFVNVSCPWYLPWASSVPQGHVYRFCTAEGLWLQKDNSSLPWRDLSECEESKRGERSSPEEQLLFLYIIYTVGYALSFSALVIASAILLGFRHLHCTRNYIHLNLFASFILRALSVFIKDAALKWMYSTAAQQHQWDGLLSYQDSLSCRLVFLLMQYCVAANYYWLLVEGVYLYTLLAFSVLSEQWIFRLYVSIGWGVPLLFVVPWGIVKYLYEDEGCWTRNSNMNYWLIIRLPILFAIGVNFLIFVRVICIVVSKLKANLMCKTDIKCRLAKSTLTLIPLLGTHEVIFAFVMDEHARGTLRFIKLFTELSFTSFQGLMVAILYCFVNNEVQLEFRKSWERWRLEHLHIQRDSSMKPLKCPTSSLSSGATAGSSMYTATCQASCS
DRD3 agonist: qHTS of D3 Dopamine Receptor Agonist: qHTS; D(3) dopamine receptor (Homo sapiens), P35462; D3R DiscoveRx beta-arrestin cells, luminescence, 90 min; max activation, %; 0.58% of 410,000 active; AID 652048, 2013; in the data active means max activation above about 30%; further: 0% is about no effect; mostly tested at two doses, the higher about 12 µM
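Agonist mode: compounds and dopamine controls were applied to plated cells for 90 min at 37 degrees C after an overnight attachment at 1500 cells/well. Luminescent read-out followed 30 - 60 minutes at room temperature with DiscoveRx detection reagent.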
GLP-1R inv ag: qHTS of GLP-1 Receptor Inverse Agonists (Inhibition Mode); Glucagon-like peptide 1 receptor (Homo sapiens), P43220; HEK293 GLP-1R CRE-luciferase, luminescence, 24 h; GLP-1R form is constitutively active; Potency, µM (top dose mostly 38.3 µM), for the others: top-dose activity change, negative = inhibition, actives largely listed as inhibitors; 1.6% of 410,000 active; AID 624417, 2012; further: potency means the concentration at half of the fitted maximal effect; on the % scale 0 is the no-effect control and ±100 the full control effect; nearly all actives have a fitted effect of over 55% in size
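Constitutively active GLP-1R drives a cAMP-responsive luciferase in stably transfected HEK293 cells; test compounds are added after overnight (12 h) attachment and left 24 hr, and signal loss in luminescence marks inhibition.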
D3 antag: qHTS of D3 Dopamine Receptor Antagonist: qHTS; 2.5% of 360,000 active; AID 652054, 2013; D3R cells, DiscoveRx beta-arrestin luminescence, antagonist mode; active compounds read low; max response, negative = inhibition, %; in the data active means max response below about -50%; inconclusive means no clear call, values can overlap the other calls; further: on the % scale 0 is the no-effect control and ±100 the full control effect; mostly tested at two doses, the higher about 12 µM
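Cells plated overnight at 1500 cells/well, then exposed to library compounds with dopamine controls for 90 minutes at 37 degrees C. DiscoveRx reagent added for 30–60 minutes at room temperature; luminescence read, quantitative HTS format.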
PTHR1 agonist: qHTS for PTHR1 Agonists: Primary Screen | Parathyroid hormone/parathyroid hormone-related peptide receptor (Homo sapiens), Q03431 | HEK293 GP2 PTHR1 cells, GloSensor cAMP luminescence, 1 h | Potency, µM (doses to about 115 µM), without a hit: at the top dose activation, most hits filed as activators | 0.075% of 410,000 active; further: potency means the concentration at half of the fitted maximal effect; nearly all actives have a fitted effect of over 55% in size; some results filed as inactive show a strong effect at the top dose; inactives centre near -15; many of its hits are not listed in these tables
Target sequence (Q03431 whole entry, looked up): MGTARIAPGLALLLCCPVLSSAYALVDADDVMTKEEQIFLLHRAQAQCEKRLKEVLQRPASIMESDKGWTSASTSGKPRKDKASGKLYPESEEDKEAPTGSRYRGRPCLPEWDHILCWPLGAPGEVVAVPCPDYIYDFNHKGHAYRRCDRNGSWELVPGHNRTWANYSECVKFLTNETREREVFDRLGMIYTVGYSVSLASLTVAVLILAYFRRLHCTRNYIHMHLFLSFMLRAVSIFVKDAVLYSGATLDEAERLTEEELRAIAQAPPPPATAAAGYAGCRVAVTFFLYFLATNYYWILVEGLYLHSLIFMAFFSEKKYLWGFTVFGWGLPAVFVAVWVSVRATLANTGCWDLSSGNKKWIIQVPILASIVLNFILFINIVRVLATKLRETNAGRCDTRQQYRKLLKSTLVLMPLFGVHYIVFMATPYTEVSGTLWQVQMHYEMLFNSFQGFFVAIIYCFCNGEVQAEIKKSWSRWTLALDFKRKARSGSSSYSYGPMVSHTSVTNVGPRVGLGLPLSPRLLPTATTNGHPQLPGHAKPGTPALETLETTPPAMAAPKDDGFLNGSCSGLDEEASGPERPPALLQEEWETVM
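HEK-293-derived GP2 cells expressing PTHR1 and a GloSensor cAMP reporter, 3,000/well, plated overnight, given luciferin plus IBMX (each 0.5 mM as added) for 1 h at 37 °C, then compound for 1 h at 37 °C. Luminescence was read after 15 min at room temperature.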
TDP-43 yeast inh: qHTS of TDP-43 Inhibitors; TDP-43 expressing yeast growth rescue, BacTiter-Glo, 24 h; Potency, µM (highest dose often 46.1 µM), inactives show top-dose growth rescue (activation), hits mostly activators; 1.8% of 410,000 active; AID 652104, 2013; further: potency means the concentration at half of the fitted maximal effect; % of control where 0% means no effect; nearly all actives have a fitted effect of over 50% in size
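Galactose-induced TDP-43 yeast, OD600=0.02, compound pinned; 24 hr, 30 deg C; BacTiter-Glo luminescence for growth. Inhibitors of TDP-43 toxicity read as activators.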
HEK293 tox: qHTS of GLP-1 Receptor Inverse Agonists: Cytotox Screen; HEK293 cAMP-luciferase reporter cells, luminescence, 24 h; 0.13% of 410,000 active; Potency, µM (doses to about 38.3 µM), for the others: top-dose activity change, negative = inhibition, hits mostly inhibitors;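 further: loss of luciferase light is scored as toxicity; potency means the concentration at half of the fitted maximal effect; on the % scale 0 is the no-effect control and ±100 the full control effect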
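Quantitative HTS format, 1536 wells, 200 cells/uL seeded. Compounds: 23 nL, 24 h, 37 °C. Detection: luciferase reagent, luminescence at 12 min RT; decreased signal taken as cytotoxic.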
The depositor's hits bear a star; i = inactive; ? = inconclusive; . = not tested or not shown; [ ] = another dose, or the depositor's remark. Unless noted, the call rests on the fitted dose curve; in most records, active means well fitted curve in the direction sought with a large enough effect; inconclusive means small, poorly fitted or top-dose-only effect, or another doubt; inactive means no such curve, though single readings can be large; an effect the other way counts as inactive or inconclusive. These rows are one share of the data; rates above refer to the full screens.

SMILES | aSyn rescue | KB-V1 MDR tox | GLP-1R agonist | DRD3 agonist | GLP-1R inv ag | D3 antag | PTHR1 agonist | TDP-43 yeast inh | HEK293 tox
C#CCOCCOCCOCCNc1nc(N2CCN(C(=O)[C@H](CCC(=O)O)n3cc(C(N)CC(C)C)nn3)CC2)nc(N2CCN(C(=O)[C@H](CCC(=O)O)n3cc(C(N)CC(C)C)nn3)CC2)n1 (stereo partly specified) | 0% | 11% | -4% | 2 | 16% | 2 | i | 11% | -20%
CC(C)(C)OC(=O)N1CCC(C(=O)Nc2ccc(C(=O)NCc3ccccc3)cc2)CC1 | 0% | 0% | 5% | -10 | -11% | -25 | i | 3% | 1%
O=C(COc1ncnc2ccccc12)Nc1cccc([N+](=O)[O-])c1 | 7% | -14% | 0% | -1 | -2%[7.66 µM] | 2 | -1% | 9% | 0%[7.66 µM]
Cc1ccc(C(=O)Nc2ccc3nc(SCC(=O)N4CCc5ccccc54)sc3c2)cc1 | . | . | . | -14 | 8% | . | i | -10% | 2%
COc1ccc(-n2c(Cc3cccn3C)nnc2SCC(=O)Nc2ccc(C)cc2C)cc1 | 3% | ? | 0% | 4 | -6% | 14 | -16% | 14% | 0%
CCOC(=O)C(C)Oc1cccc2c(=O)n(CC(=O)NCc3ccc(F)cc3)ccc12 (stereo unspecified) | 3% | 1.3µM* | 0% | -14 | ? | -9 | -38%[inhibitor] | 9% | -14%
Cc1nnc(SCCn2c(N3CC(C)CC(C)C3)nc3c2c(=O)[nH]c(=O)n3C)s1 (stereo unspecified) | -10% | ? | 4% | -1 | 8% | -10 | -5%[57.5 µM] | 23% | -8%
CCN(CC)CCn1c2c(c(SCC(=O)Nc3nc(C)cs3)nc1=O)CCCC2 | -3% | 7% | -3% | -3 | ? | 1 | i | 4% | -4%
Cc1ccc(NS(=O)(=O)c2ccc3c(c2)NC(=O)CO3)c(C)c1 | -3% | -14% | -7% | -2 | ? | -2 | -4% | -11% | -11%
CC(C)c1ccc(/C=C2\C(=N)N3N=C(CC(=O)N4CCCCC4)SC3=NC2=O)cc1 | -3% | ? | 1% | -1 | 14% | 6 | -3% | 3% | -12%
Cc1ccc(C(=O)N/C(=C\c2cccc([N+](=O)[O-])c2)C(=O)OCN2C(=O)c3ccccc3C2=O)cc1 | 1% | ? | -3% | -9 | 2% | -8 | i | -12% | -1%
COC(=O)c1[nH]c2cccc(OC)c2c1NC(=O)CN1CC(C)OC(C)C1 (stereo unspecified) | -12% | 1% | -10% | 1 | 4% | 13 | i | -6% | -3%
COc1cccc(C(=O)NCc2ccc3[nH]c(C)cc3c2)c1 | 0% | 8% | 4% | 2 | -14% | -18 | -9% | 20% | 0%
COCCn1nnnc1C(C(C)C)N(Cc1ccccc1)Cc1cc2cc(OC)ccc2[nH]c1=O (stereo unspecified) | 10% | 0% | 38% | 6 | 74%[activator] | -11 | -18% | 25% | -2%
COc1ccc(NC(=O)Nc2ccc3c(c2)C(=O)N([C@H](C)CO)C[C@H](C)[C@@H](CN(C)S(C)(=O)=O)O3)cc1 | 0% | 4% | -5% | 4 | 11% | 0 | -9% | 12% | 1%
CCCN1CCN(CCCNC(=O)CN2C(=O)c3cccnc3Oc3ccc(C)cc32)CC1 | 25% | ? | -4% | -11 | 9% | -7 | -23% | -15% | -1%
CCOC(=O)c1c(NC(=O)c2ccn(CC)n2)sc2c1CCC2 | 5% | -30% | 17% | -24 | 10% | -5 | -7% | 4% | 11%
CCOC(=O)C1=NOC2(C1)C(=O)Nc1ccc(OC)cc12 (stereo unspecified) | -6% | ? | -5% | 3 | 22% | 21 | i | 29% | 2%
CC1(C)Cc2c(sc3ncn4nc(CCC(=O)O)c(=O)nc4c23)CO1 | -6% | 8% | -3% | -6 | -10% | -14 | i | -10% | 5%
COC(=O)C1=C(CS(=O)(=O)c2ccccc2)NC(=O)NC1c1ccc(OC)c(OC)c1 (stereo unspecified) | 0% | ? | -2% | 3 | 14% | 2 | i | 12% | -8%
Cc1ccc(S(=O)(=O)N2CCCCC2C(=O)N2CCN(Cc3ccccc3)CC2)cc1 (stereo unspecified) | 1% | 4.6µM* | 0% | -45 | 64%[activator] | -52* | ? | 21% | 4%
Cn1nc(C(F)(F)F)c(-c2ccccc2)c1NC(=O)c1ccco1 | -4% | -14% | -2% | 3 | ? | -1 | i | 3% | 1%
CCOC(=O)C1=C(c2ccccc2)NC(SCC(=O)Nc2ccc(C)cc2)=C(C#N)C1c1ccco1 (stereo unspecified) | 2% | ? | -8% | -8 | -12% | 5 | i | -10% | -3%
CCCCn1c(SCC(=O)Nc2nc(C)cs2)nnc1-c1cccnc1 | 2% | 14% | -8% | 8 | 5% | 21 | -18%[57.5 µM] | -8% | 5%
Brc1ccccc1OCCOCCOc1cccc2cccnc12 | -6% | -13% | 17% | 3 | ? | -2 | i | 24% | 20%
Cc1coc2cc3oc(=O)c(CC(=O)NCCc4ccccc4)c(C)c3cc12 | . | . | . | 0 | 2% | . | -12% | 28% | 10%
COC(=O)c1ccc(-n2c(C)cc(-c3csc(NC(=O)c4ccc(S(=O)(=O)N(C)C)cc4)n3)c2C)cc1 | 0% | 1% | -1% | 3 | 17% | 5 | -14% | -8% | -7%
c1ccc(CN2CCC(Nc3nc(-c4cccnc4)nc4ccccc34)CC2)cc1 | -2% | ? | -2% | -18 | -18%[0.307 µM] | ? | 7% | -23% | 10%[0.307 µM]
O=C(Nc1cccc(Cc2ccccc2)c1)Nc1cccc2[nH]c([C@@H]3O[C@H](CO)[C@@H](O)[C@H](O)[C@H]3O)nc12 | -10% | -5% | 6% | 12 | 23% | 4 | -15% | 13% | 8%
Cc1ccc(S(=O)(=O)CC(=O)N2CCN(c3cccc(C(F)(F)F)c3)CC2)cc1 | 1% | . | -3% | 15 | 1% | 12 | -38%[inhibitor] | 26% | 0%
COc1ccc2c(c1)CC/C(=C\C=C\c1ccccc1)C2=O | 8% | 0% | -6% | 4 | -7% | 16 | -32%[inhibitor] | 30% | -2%
Cc1noc(C)c1COC(=O)[C@@H](NC(=O)c1ccccc1)C(C)C | 5% | -14% | 0% | 2 | 15% | 0 | -24% | 15% | -1%
CCN1C(=O)C(=CC=CN(C)c2ccccc2)SC1=S | 11% | -19% | 3% | -3 | 2% | -23 | -2% | 15% | -3%
CCN(CC)CCNCc1cc(Br)ccc1OCC(=O)NCc1ccccc1 | 3% | ? | -3% | -9 | -15% | -8 | i | 0% | 7%
O=C(CNC(=O)c1ccccc1)OCc1nc2ccccc2s1 | -2% | -11% | -1% | -5 | 22% | 1 | 8% | 8% | 12%
Cc1ccc(C2(C(F)(F)F)NC(=O)N3CCCN=C3S2)cc1 (stereo unspecified) | -3% | -14% | -4% | 8 | -13% | -7 | i | -18% | -1%

Retrieved one by one from the entries so far, two records:
SMILES | aSyn rescue | KB-V1 MDR tox | GLP-1R agonist | DRD3 agonist | GLP-1R inv ag | D3 antag | PTHR1 agonist | TDP-43 yeast inh | HEK293 tox
CCN(CC)CCNCc1cc(Br)ccc1OCC(=O)NCc1ccccc1 | 3% | ? | -3% | -9 | -15% | -8 | i | 0% | 7%
Cc1ccc(S(=O)(=O)CC(=O)N2CCN(c3cccc(C(F)(F)F)c3)CC2)cc1 | 1% | . | -3% | 15 | 1% | 12 | -38%[inhibitor] | 26% | 0%

Further structures.
SMILES | aSyn rescue | KB-V1 MDR tox | GLP-1R agonist | DRD3 agonist | GLP-1R inv ag | D3 antag | PTHR1 agonist | TDP-43 yeast inh | HEK293 tox
O=C(Nc1ccc(Cl)cc1)c1ccc(-n2cccn2)c([N+](=O)[O-])c1 | -2% | 15µM* | -1% | -9 | -32% | ? | -27%[57.5 µM] | -11% | -11%
O=C(N/N=C/c1ccccc1)C1CCCN1C(=O)c1cc([N+](=O)[O-])cc([N+](=O)[O-])c1 (stereo unspecified) | -3% | ? | 4% | -12 | -17% | -27 | -8% | 5% | 1%
Cc1c(C(C)C)c(=O)n(-c2ccc(S(=O)(=O)NC(C)C)cc2)n1C | 1% | ? | 0% | 3 | 13% | 8 | -6% | 5% | 6%
COc1cccc(NC(=O)CN(C)C(=O)C2=COCCO2)c1 | -1% | 6% | 8% | 5 | 8% | 2 | -18% | -1% | 6%
Cc1ccc(C)c(-c2csc(NC(=O)c3c(C)noc3C)n2)c1 | -2%[1.84 µM] | ? | -4% | 2 | ? | -3 | -73%[inhibitor] | 5% | 7%
CCc1ccc(S(=O)(=O)ON2C(=O)c3ccccc3C2=O)cc1 | 8% | 12% | 0% | -6 | 3% | -29 | -19% | ? | -29%
CC(=O)c1ccc(NC(=O)c2nc3nc(C)cc(C(F)F)n3n2)cc1 | . | 0% | 0% | 4 | 20% | . | -13% | 21% | -1%
COc1cc(OC)c(C(=O)NC2CCCCCC2)cc1OC | 0% | -26% | ? | 3 | ? | 15 | 22%[57.5 µM] | ? | -4%
COc1cc(-c2nn3c(C4CCCCC4)nnc3s2)cc(OC)c1OC | 0% | ? | 2% | 2 | 41%[activator] | 12 | -5%[57.5 µM] | -10% | 17%
CC1CCN(S(=O)(=O)c2ccc3c(c2)oc(=O)n3CC(=O)O)CC1 | . | . | . | -3 | 14% | . | ? | -6% | 17%

Quoted from the listing.
`O=C(Nc1ccc(Cl)cc1)c1ccc(-n2cccn2)c([N+](=O)[O-])c1` in KB-V1 MDR tox shows 15µM*
`CC1CCN(S(=O)(=O)c2ccc3c(c2)oc(=O)n3CC(=O)O)CC1` in HEK293 tox shows 17%
`CC(=O)c1ccc(NC(=O)c2nc3nc(C)cc(C(F)F)n3n2)cc1` in GLP-1R agonist shows 0%
